Source: PubChem BioAssay (several laboratories)
procasp7 counter: counter-screen: procaspase-7 (human) activation. actives 0.093% (n = 330,000). activation, % at 8.5 µM. P55210. recombinant procaspase-7, Ac-DEVD-pNA absorbance 405 nm; D23A/D198A/D206A triple mutant, cannot self-cleave; scale: DMSO 0, 5 µM enzyme 100. AID 463210;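 active = percent activation above the screen-wide mean plus 3 SD, cut at about 25% in these data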
Target sequence (P55210 whole entry D23A/D198A/D206A): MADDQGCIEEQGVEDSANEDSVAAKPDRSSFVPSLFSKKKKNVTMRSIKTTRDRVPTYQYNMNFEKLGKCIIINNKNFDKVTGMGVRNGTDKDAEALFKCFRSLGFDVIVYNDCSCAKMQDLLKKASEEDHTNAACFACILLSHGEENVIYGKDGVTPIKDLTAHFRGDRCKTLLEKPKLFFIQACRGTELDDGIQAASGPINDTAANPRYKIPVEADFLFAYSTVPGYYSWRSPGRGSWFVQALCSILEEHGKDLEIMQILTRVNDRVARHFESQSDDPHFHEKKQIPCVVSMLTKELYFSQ
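Assay system: Uncleavable procaspase-7 mutant enzyme / Input: 2 µM procaspase-7 mutant as dispensed / Dosing: single nominal 8.5 µM compound dose, 0.8% DMSO final / Timing: 1 h enzyme–compound preincubation and 2 h substrate reaction, both 25 °C / Detection: p-Nitroaniline absorbance at 405 nm, read at 0 and 120 min / Replication: singlicate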
MEP2-GFP yeast: alters MEP2-GFP fluorescence in TOR pathway yeast screen; actives 0.51% (n = 330,000); GFP response vs DMSO, % at 10 µM; AID 2016; S. cerevisiae MEP2-GFP strain, flow cytometry GFP, 3 h; 100% = DMSO control level;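 active = GFP response versus DMSO above a set limit, roughly screen mean plus 3 SD, cut at about 180% in these data; inconclusive = fewer than 70 cells counted for a yeast strain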;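 also: median GFP fluorescence of the barcode-gated MEP2-GFP cells per well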
CIT2 TOR yeast: alters CIT2-GFP fluorescence in TOR pathway yeast screen; S. cerevisiae CIT2-GFP strain, flow cytometry, 3 h; 100 means same as DMSO wells; GFP response vs DMSO, % at 10 µM; actives 0.065% (n = 320,000);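 active = GFP response relative to DMSO above a set limit, near the screen mean plus 3 SD, cut at about 150% in these data; inconclusive = Fewer than 70 cells measured for a yeast strain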;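 also: ratio of well median GFP fluorescence to mean of DMSO wells on the plate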
RPL19A TOR yeast: alters RPL19A-GFP fluorescence in TOR pathway yeast screen. S. cerevisiae RPL19A-GFP strain, flow cytometry, 3 h; hits give low values. percent response vs DMSO, % at 10 µM. actives 0.3% (n = 330,000). AID 2025;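 active = percent response vs DMSO below 50%; inconclusive = fewer than 70 events counted for the yeast strain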;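 also: median channel GFP fluorescence of the barcoded RPL19A-GFP strain; ratio of sample median GFP to plate DMSO average so 100% = DMSO; lower means less RPL19A-GFP as with rapamycin TOR inhibition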
proCasp3 act: procaspase-3 (human) activation. actives 0.11% (n = 330,000). recombinant procaspase-3 D3A, Ac-DEVD-pNA absorbance 405 nm. activation, % at 8.5 µM. P42574. AID 463141;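 active = activation above the mean of all tested compounds plus 3 SD, cut at about 21% in these data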;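 also: 0% = DMSO alone and 100% = DMSO wells spiked with extra 5 µM PC-3 D3A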
Target sequence (P42574 whole entry D9A/D28A/D175A): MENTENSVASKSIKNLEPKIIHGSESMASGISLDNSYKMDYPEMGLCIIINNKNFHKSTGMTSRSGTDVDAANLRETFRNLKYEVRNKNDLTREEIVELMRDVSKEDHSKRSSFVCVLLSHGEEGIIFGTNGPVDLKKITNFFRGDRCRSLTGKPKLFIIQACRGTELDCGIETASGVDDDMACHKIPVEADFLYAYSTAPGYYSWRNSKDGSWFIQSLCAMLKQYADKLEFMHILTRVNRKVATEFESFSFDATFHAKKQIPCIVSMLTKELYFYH
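Compound: 8.5 µM single point, 0.8% DMSO / Material: Autoprocessing-dead procaspase-3 D3A mutant enzyme / Timing: 1 h preincubation plus 2 h reaction at 25 °C / Medium: Zinc-free HEPES/NaCl buffer with 0.01% Triton X-100 at pH 7.4 / Technique: 405 nm absorbance of p-nitroaniline, reads at 0 and 120 min / Repeats: one well per compound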
AGP1 TOR yeast: modulators of TOR pathway AGP1-GFP in S. cerevisiae; actives 0.02% (n = 320,000); S. cerevisiae AGP1-GFP multiplex flow cytometry, 3 h; GFP as percent of DMSO wells; GFP response vs DMSO, % at 10 µM;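 active = GFP response relative to DMSO above a set limit, near screen average plus 3 SD, cut at about 150% in these data; inconclusive = fewer than 70 cells counted for the yeast strain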;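 also: median GFP channel fluorescence of the gated AGP1 strain per well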
AHR activator: activates the human aryl hydrocarbon receptor; P35869; AHR-responsive luciferase reporter cells, luminescence; activation, % at 5 µM; actives 2.5% (n = 320,000); AID 2796; in the data active = activation above about 47%;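 also: 0% = vehicle wells and 100% = reference agonist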
LAP4 TOR yeast: modulators of TOR pathway LAP4-GFP in S. cerevisiae; S. cerevisiae LAP4-GFP multiplex, flow cytometry GFP, 3 h; median GFP as percent of DMSO wells; GFP response vs DMSO, % at 10 µM; actives 0.34% (n = 320,000); AID 2023;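 active = GFP response vs DMSO above a set limit, about the screen mean plus 3 SD, cut at about 150% in these data; inconclusive = under 70 cell events counted for the yeast strain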
Starred values were filed as active, the others as inactive; ? = inconclusive; . = no result given; [ ] = remark or other dose.

molecule | CIT2 TOR yeast | LAP4 TOR yeast | AHR activator | MEP2-GFP yeast | procasp7 counter | RPL19A TOR yeast | proCasp3 act | AGP1 TOR yeast
O=C(N/N=C/c1cc(O)ccc1[N+](=O)[O-])c1ccc2c(c1)OCCO2 | 93.8 | 104.9 | 7.3 | 97.0 | 0.6 | 95.6 | -10.7 | 98.8
COC1CCN(Cc2c(C(=O)N3CCc4ccccc4C3)nc3ccc(Cl)cn23)CC1 | 98.5 | 84.3 | 15.7 | 101.3 | -1.7 | 106.0 | 6.1 | 88.7
CC(C)[C@H](NC(=O)OCc1ccccc1)C(=O)OCC(=O)NC1(C#N)CCCC1 | 101.5 | 97.5 | -1.5 | 93.8 | -0.6 | 95.4 | -1.4 | 101.0
CN1CCN(S(=O)(=O)c2ccc(NC(=S)NC(=O)C3CC3)cc2)CC1 | 106.7 | 91.2 | 5.7 | 91.3 | 5.4 | 101.1 | 6.3 | 101.9
CC(=O)Nc1ccc2nc(-c3ccccc3)cn2c1 | 94.8 | 101.7 | 10.7 | 107.6 | 0.9 | 107.4 | -5.1 | 103.6
CCOc1ccc(NCC(=O)N/N=C/C=C/c2ccccc2)cc1 | 88.4 | 94.7 | 3.5 | 98.1 | -6.5 | 97.6 | -10.8 | 92.2
Cc1nn(C)cc1CNC(=O)C1(C)CC1(Cl)Cl (stereo unspecified) | 111.5 | 104.1 | -1.6 | 136.4 | 0.2 | 103.3 | 2.8 | 104.0
CC(=O)N1N=C(c2ccc([N+](=O)[O-])cc2)CC1c1ccccc1Cl (stereo unspecified) | 101.6 | 99.8 | -0.4 | 104.4 | 6.3 | 102.8 | 11.8 | 97.2
CC(=O)N1CCN(c2ccc(NC(=O)C(C)Oc3ccc(Cl)cc3Cl)cc2)CC1 (stereo unspecified) | 85.4 | 95.9 | 4.1 | 94.8 | -10.2 | 97.9 | -0.9 | 92.0
CCOC(=O)c1ccc(S(=O)(=O)NNc2ccc(C(F)(F)F)cn2)cc1 | 102.0 | 105.6 | 13.4 | 104.6 | -15.2 | 100.5 | -12.8 | 105.1
COc1ccccc1-c1nnc2n1N=C(C(C)(C)C)CS2 | 108.2 | 102.2 | -1.2 | 105.8 | 0.9 | 99.0 | 3.4 | 101.0
C=CCNC(=O)NS(=O)(=O)c1ccc(C)cc1 | 111.7 | 99.3 | 0.6 | 105.9 | 10.4 | 101.7 | 15.9 | 104.7
Cc1ccc(C)c(N2CCN(S(=O)(=O)c3cc4c(cc3Cl)NC(=O)CO4)CC2)c1 | 94.7 | 99.2 | -0.6 | 96.8 | -0.5 | 94.2 | 5.6 | 94.0
O=S(=O)(c1ccc(N2CCN(c3ccc(F)cc3)CC2)cc1)N1CCCC1 | 101.8 | 97.8 | 0.6 | 111.9 | 2.0 | 100.9 | 5.5 | 107.9
CCOC(=O)C1C(C)=CC(=O)CC1c1ccco1 (stereo unspecified) | 97.0 | 107.9 | -2.0 | 97.2 | -6.1 | 97.6 | 1.4 | 100.2
Cc1cccc2nc(CSc3nnc(N)s3)cn12 | 87.7 | 94.4 | 6.5 | 92.8 | 9.2 | 94.7 | -0.4 | 97.5
CS(=O)(=O)N(CC(=O)Nc1ccc(Cl)c(Cl)c1)C1CCCCC1 | 108.6 | 110.2 | 2.3 | 103.1 | -1.1 | 106.7 | 2.2 | 107.1
COc1cc2c(cc1OC)CN(C(=O)CNC(=O)c1ccc(OC(F)F)cc1)CC2 | 91.5 | 82.9 | . | 103.3 | . | 103.9 | . | 90.7
O=C(C[n+]1cc(Br)cc(Br)c1)c1ccc(Cl)cc1 | 95.5 | 85.0 | 8.7 | 92.3 | 12.8 | 93.7 | 4.0 | 78.6
CCOC(=O)c1nnn(CC(=O)N2N=C(c3ccc(Cl)cc3)CC2c2ccc(OC)cc2)c1C(=O)OCC (stereo unspecified) | 103.9 | 101.2 | 2.2 | 102.3 | 9.6 | 100.2 | 6.9 | 102.8
Cc1cccc(NC(=O)c2cc(S(=O)(=O)c3ccccc3)ccc2Cl)c1 | 97.8 | 99.1 | 2.9 | 97.9 | 7.3 | 91.7 | 9.6 | 97.4
CC(=O)c1cccc(S(=O)(=O)NCC2CCCCC2)c1 | 98.6 | 98.0 | 5.6 | 92.4 | -1.9 | 109.1 | 2.3 | 97.5
Cn1c(CSCc2ccccc2Cl)nnc1SCC(=O)Nc1nccs1 | 112.1 | 106.7 | -0.6 | 110.2 | 6.0 | 106.5 | -3.5 | 108.0
CC(=O)NC(CC(=O)NNC(=O)c1cc2ccccc2cc1O)c1ccccc1 (stereo unspecified) | 101.9 | 99.5 | 3.7 | 106.4 | -0.7 | 104.8 | 7.2 | 104.7
COCCOC(=O)c1c(C)oc2ccc(OC(=O)c3cccs3)cc12 | 88.2 | 96.8 | -1.7 | 100.7 | -21.4 | 94.9 | 10.6 | 90.2
COC(=O)c1ccc(NC(=O)CN2C(=O)CNC2=O)cc1 | 112.8 | 105.9 | 1.0 | 123.3 | 3.0 | 94.9 | 4.5 | 96.0
CSc1ccccc1NC(=O)CN(C)C(C)C(=O)Nc1ccc(C#N)cc1 (stereo unspecified) | 106.2 | 110.1 | -0.9 | 127.5 | 6.8 | 97.4 | 3.4 | 100.8
Cc1cccc(-n2cc[nH]c2=S)c1C | 98.2 | 90.5 | 0.9 | 103.9 | -9.2 | 99.0 | -13.9 | 94.4
Cc1cc(C)nc(SCC(=O)N/N=C/c2cccn2-c2cccc(C(F)(F)F)c2)n1 | 96.1 | 103.5 | 0.1 | 102.3 | 0.6 | 97.3 | -4.1 | 95.2
O=S(=O)(Nc1cc2nc3ccccc3nc2n1Cc1ccccc1)c1ccc(Cl)cc1 | 92.8 | 95.3 | 3.8 | 98.1 | -21.8 | 95.3 | -15.6 | 96.3

(cont.)
molecule | CIT2 TOR yeast | LAP4 TOR yeast | AHR activator | MEP2-GFP yeast | procasp7 counter | RPL19A TOR yeast | proCasp3 act | AGP1 TOR yeast
CC1CCN(C(=O)c2cc3ccccc3c(=O)o2)CC1 | ? | 89.9[may fluoresce violet] | 4.3 | 119.9[may fluoresce violet] | -6.9 | 92.0[may fluoresce violet] | 2.5 | 14.7[may fluoresce violet]
COc1ccc(OCc2nnc(SCC(=O)Nc3ccc(C)cc3)o2)cc1 | ? | 91.6[may fluoresce violet] | 4.6 | 194.7*[may fluoresce violet] | 3.7 | 94.2[may fluoresce violet] | 5.1 | 20.1[may fluoresce violet]
O=C(NNC(=S)NCC1CCCO1)c1cc(Br)ccc1Cl (stereo unspecified) | 101.4 | 87.0 | 6.2 | 95.5 | 0.6 | 95.5 | 2.7 | 95.5
CCOc1ccc(NC(=O)C2CCC(C)(C(=O)O)C2(C)C)cc1 (stereo unspecified) | 89.4 | 89.1 | 3.5 | 92.1 | -2.0 | 89.7 | 4.1 | 85.5
CCOc1ccc(NC(=O)C2CCCN2C(=O)Oc2ccccc2)cc1 (stereo unspecified) | 92.5 | 103.1 | -2.0 | 102.3 | -1.9 | 102.8 | 0.3 | 100.5
CCN1C(=O)[C@H]2[C@@H](c3ccc(-c4ccc(F)cc4)c(OC)c3)N[C@@](CC(C)C)(C(=O)OC)[C@H]2C1=O | 98.5 | 122.3 | 5.2 | 91.7 | 5.9 | 98.2 | -2.1 | 87.1
CC1CCN(C(=O)c2[nH]cnc2C(=O)N[C@@H](C)C(=O)OCc2ccccc2)CC1 | 79.1 | 102.6 | 5.0 | 85.2 | 5.3 | 97.9 | -5.5 | 82.0
O=C1NC2=C(C(=O)CCC2)C(c2ccc([N+](=O)[O-])cc2)N1 (stereo unspecified) | 99.2 | 99.0 | -0.4 | 107.0 | 1.2 | 103.0 | 2.4 | 100.2
NC(=O)c1cc2n(n1)C(C(F)(F)F)CC(c1ccco1)N2 (stereo unspecified) | 98.8 | 97.9 | -0.8 | 100.0 | 9.9 | 96.5 | 0.3 | 103.7
CCOC(=O)C1CCCN(C(=S)Nc2ccc(C)cc2C)C1 (stereo unspecified) | 107.9 | 81.1 | 0.6 | 103.7 | 4.4 | 101.5 | 8.1 | 91.8
COc1ccc(C(=O)NC2CCCc3ccccc32)cc1S(=O)(=O)N1CCOCC1 (stereo unspecified) | 100.4 | 106.3 | 1.9 | 100.2 | -2.2 | 99.1 | -4.0 | 104.3
CC(C)(C)n1nnnc1C(c1cccs1)N(Cc1ccc(Cl)cc1)CC1CCCO1 (stereo unspecified) | 94.9 | 97.9 | 1.3 | 100.0 | 8.4 | 95.1 | 9.0 | 104.2
CC(NS(=O)(=O)c1ccc([N+](=O)[O-])cc1)C(=O)NN (stereo unspecified) | 106.2 | 107.8 | 3.6 | 107.8 | 5.3 | 108.4 | -3.1 | 100.6
COc1ccc(C(=O)CN2CCN(c3cc(C)nc4ccccc34)CC2)cc1 | 110.3 | 108.6 | 0.7 | 102.0 | -3.5 | 101.2 | 1.5 | 111.1
Cc1ccccc1C(=O)OCCCN=C1NS(=O)(=O)c2ccccc21 | 95.7 | 89.4 | 3.2 | 89.9 | -5.7 | 94.3 | 0.2 | .
CCOC(=O)N1CCN(c2c(NCCc3ccc(OC)c(OC)c3)c(=O)c2=O)CC1 | 100.5 | 96.7 | 0.1 | 99.4 | 10.3 | 96.9 | 2.2 | 99.0
COc1ccccc1OCCn1c(CO)nc2ccccc21 | . | 87.0 | 4.6 | 89.5 | -2.5 | 94.7 | 8.9 | 89.2
O=C(c1ccc(OC2CCN(CCc3ccccc3)CC2)cc1)N1CCCC(CO)C1 (stereo unspecified) | 95.3 | 91.2 | -0.5 | 97.3 | 5.2 | 98.5 | 3.5 | 102.5
CCOC(=O)N1CCN(C(=O)CN(c2ccccc2)S(C)(=O)=O)CC1 | 100.1 | 101.1 | 0.6 | 105.1 | 11.3 | 104.6 | -4.2 | 105.5

Grouped by structure: those above with a CF3 group
molecule | CIT2 TOR yeast | LAP4 TOR yeast | AHR activator | MEP2-GFP yeast | procasp7 counter | RPL19A TOR yeast | proCasp3 act | AGP1 TOR yeast
CCOC(=O)c1ccc(S(=O)(=O)NNc2ccc(C(F)(F)F)cn2)cc1 | 102.0 | 105.6 | 13.4 | 104.6 | -15.2 | 100.5 | -12.8 | 105.1
Cc1cc(C)nc(SCC(=O)N/N=C/c2cccn2-c2cccc(C(F)(F)F)c2)n1 | 96.1 | 103.5 | 0.1 | 102.3 | 0.6 | 97.3 | -4.1 | 95.2
NC(=O)c1cc2n(n1)C(C(F)(F)F)CC(c1ccco1)N2 (stereo unspecified) | 98.8 | 97.9 | -0.8 | 100.0 | 9.9 | 96.5 | 0.3 | 103.7

A second format for 2 compounds above.
Below each SMILES – CIT2 TOR yeast, LAP4 TOR yeast, AHR activator, MEP2-GFP yeast, procasp7 counter, RPL19A TOR yeast, proCasp3 act, AGP1 TOR yeast
COc1ccc(C(=O)CN2CCN(c3cc(C)nc4ccccc34)CC2)cc1
    110.3, 108.6, 0.7, 102.0, -3.5, 101.2, 1.5, 111.1
Cc1ccccc1C(=O)OCCCN=C1NS(=O)(=O)c2ccccc21
    95.7, 89.4, 3.2, 89.9, -5.7, 94.3, 0.2, .

Random draw from the library. About 3.5% of those tested had a hit in this group.
